VIM-2 inh: VIM-2 metallo-beta-lactamase inhibitors, primary screen, biochemical, epi-absorbance readout, Pseudomonas aeruginosa enzyme. purified VIM-2, nitrocefin hydrolysis, epi-absorbance fluorescence. inhibition, % at 5.6 µM. 290,000 tested, 0.89% active;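 active = inhibition above the mean of all tested compounds plus 3 SD, cutoff set per screening run, cut at about 7.5% in these data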;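 also: red hydrolysis product quenches plate fluorescence so inhibitors raise well fluorescence; 0% = enzyme with DMSO and 100% = DMSO without enzyme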
MEKK3 PB1 HTS: modulators of MEKK3-MEK5 PB1 binding, primary screen, biochemical, wildtype MEKK3, multiplex bead flow cytometry, Alexa488-MEK5. bead-based flow cytometry, Alexa488-MEK5 binding to MEKK3; actives lie on both sides; 0 = blocked by unlabeled MEK5, 100 = vehicle. binding response (% of control), % at 10 µM. 290,000 tested, 1.4% active;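 active = binding response more than 3 SD above or below the average of its plate-row segment, actives on both sides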;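 also: Alexa488 bead fluorescence after subtracting the streptavidin-only scavenger bead signal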
SUMO HTRF inh: inhibitors of in vitro SUMOylation cascade, primary screen, biochemical, HTRF, uHTS; SUMO-conjugating enzyme UBC9 (Homo sapiens), P63279; HTRF SUMOylation assay, SAE1/SAE2 + UBC9; AID 2006, 2009; 290,000 tested, 0.36% active; inhibition, % at 35 µM; in the data active = inhibition above about 50%, passing the limit was not always enough; also: strong numbers were not always called active
pCIP destab: p/CIP-EGFP fusion destabilizers, primary screen, fluorescence, F442A cells; 290,000 tested, 0.01% active; decrease of EGFP signal, % at 10 µM; Q05BA5; AID 1984, 2009; 16 h;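 active = EGFP signal decrease of at least 30% at 10 µM or well 3 SD below plate mean, unless failing retest; inactive = the rest, including hits failing retest or dose response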; also: some compounds called inactive have numbers as strong as hits; many of its hits are not listed in these tables
Target sequence (Q05BA5 1-1403): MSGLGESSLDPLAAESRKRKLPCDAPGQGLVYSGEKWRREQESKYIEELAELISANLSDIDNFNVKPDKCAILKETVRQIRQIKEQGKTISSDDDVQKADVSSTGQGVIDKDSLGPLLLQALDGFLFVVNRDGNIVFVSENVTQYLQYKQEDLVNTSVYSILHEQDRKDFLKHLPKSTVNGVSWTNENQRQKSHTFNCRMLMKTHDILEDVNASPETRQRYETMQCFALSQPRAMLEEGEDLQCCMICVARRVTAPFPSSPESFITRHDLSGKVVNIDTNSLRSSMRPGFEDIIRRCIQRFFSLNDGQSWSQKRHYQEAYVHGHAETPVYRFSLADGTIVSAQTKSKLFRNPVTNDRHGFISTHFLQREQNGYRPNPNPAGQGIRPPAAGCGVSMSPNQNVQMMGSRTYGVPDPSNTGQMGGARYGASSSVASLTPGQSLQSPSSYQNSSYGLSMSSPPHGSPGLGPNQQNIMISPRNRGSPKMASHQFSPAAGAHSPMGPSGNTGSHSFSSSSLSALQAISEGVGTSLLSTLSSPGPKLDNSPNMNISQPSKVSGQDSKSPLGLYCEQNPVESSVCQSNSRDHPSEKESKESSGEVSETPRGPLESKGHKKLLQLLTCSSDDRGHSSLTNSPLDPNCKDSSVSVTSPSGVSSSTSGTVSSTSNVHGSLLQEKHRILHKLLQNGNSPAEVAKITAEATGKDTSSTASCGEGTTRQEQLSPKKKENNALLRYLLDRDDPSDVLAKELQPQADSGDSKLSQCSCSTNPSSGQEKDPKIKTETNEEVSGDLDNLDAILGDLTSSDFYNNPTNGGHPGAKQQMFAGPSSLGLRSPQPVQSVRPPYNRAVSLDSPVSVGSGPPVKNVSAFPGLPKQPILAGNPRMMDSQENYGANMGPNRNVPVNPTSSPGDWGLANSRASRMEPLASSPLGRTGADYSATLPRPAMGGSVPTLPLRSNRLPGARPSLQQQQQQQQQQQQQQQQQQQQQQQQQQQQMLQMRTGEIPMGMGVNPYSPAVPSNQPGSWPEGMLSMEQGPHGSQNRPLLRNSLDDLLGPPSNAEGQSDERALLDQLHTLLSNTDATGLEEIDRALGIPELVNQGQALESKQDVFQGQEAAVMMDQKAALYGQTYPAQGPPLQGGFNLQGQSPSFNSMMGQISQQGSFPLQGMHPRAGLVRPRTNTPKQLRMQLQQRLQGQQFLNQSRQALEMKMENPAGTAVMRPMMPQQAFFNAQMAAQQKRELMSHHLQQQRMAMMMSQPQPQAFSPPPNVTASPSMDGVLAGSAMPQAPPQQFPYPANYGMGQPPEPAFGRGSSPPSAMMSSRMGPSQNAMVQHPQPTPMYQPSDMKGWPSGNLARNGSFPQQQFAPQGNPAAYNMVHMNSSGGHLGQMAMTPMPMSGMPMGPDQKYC
FID counter: compounds displacing fluorescent DNA intercalator, primary screen, artefact control for HCV NS3 helicase inhibitor project, biochemical, FID fluorescence | inhibition, % at 7.9 µM | DNA fluorescent intercalator displacement | 290,000 tested, 0.17% active; in the data active = inhibition above about 37%;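 also: 0% = vehicle and 100% = reference compound; higher means more ethidium bromide displaced from hairpin DNA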
IDE act: human IDE activators in live cells, primary screen, fluorescence polarization, HEK cells, FAbeta-B substrate; Insulin-degrading enzyme (Homo sapiens), P14735; FAbeta-B cleavage; 0% vehicle, 100% cell-free pure enzyme wells; activation, % at 5.96 µM; 340,000 tested, 0.073% active; AID 493087, 2011;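 active = activation above the mean of all tested compounds plus 3 SD, set per screening campaign, cut at about 17% in these data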
PHOSPHO1 inh: PubChem AID 1565; Phosphoethanolamine/phosphocholine phosphatase (Homo sapiens), Q8TCT1; recombinant PHOSPHO1, absorbance phosphatase assay; inhibition, % at 13.3 µM; 290,000 tested, 1.1% active; in the data active = inhibition above about 60%
NS3 helicase inh: inhibitors of HCV NS3 helicase, primary screen, biochemical, Cy5 molecular beacon fluorescence; NS3 helicase DNA unwinding; inhibition, % at 10.9 µM; 290,000 tested, 0.56% active;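 active = inhibition above the mean of all tested compounds plus 3 SD, set per campaign, cut at about 35% in these data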;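 also: 0% = DMSO wells and 100% = thioflavine S control wells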
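Measured by: Cy5 fluorescence, 0 and 60 min reads / Assay system: NS3 helicase fragment of HCV / Control set: low DMSO, high thioflavine S at 110 µM / Times: 1 h reaction at 25 °C, ATP-initiated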
IMP-1 inh: IMP-1 metallo-beta-lactamase inhibitors, primary screen, biochemical, epi-absorbance readout, Pseudomonas aeruginosa enzyme; AID 1556, 2009; 290,000 tested, 0.45% active; purified IMP-1, nitrocefin hydrolysis, epi-absorbance fluorescence; inhibition, % at 5.6 µM; metallo-beta-lactamase IMP-1 (Pseudomonas aeruginosa);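 active = inhibition above the mean plus 3 SD of all compounds in the same screening run, cut at about 4.5% in these data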;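 also: 0% = IMP-1 with DMSO and 100% = DMSO wells lacking enzyme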
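system = purified recombinant IMP-1 beta-lactamase | amount = 0.2 nM IMP-1, as dispensed | medium = HEPES buffer pH 7.1 with ZnSO4 and Brij 35 | times = 25 °C, 15 min preincubation, 25 min reaction | detection = plate fluorescence quenching by hydrolysis product, ex 480/em 530 nm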
An asterisk follows results filed as active; · = no result given; & = joins results of further samples. These rows are one share of the data; the hit share may differ from the screen's.

#	Structure	VIM-2 inh	MEKK3 PB1 HTS	SUMO HTRF inh	pCIP destab	FID counter	IDE act	PHOSPHO1 inh	NS3 helicase inh	IMP-1 inh
1	COc1cccc(NC(=O)Nc2nc(SC)ns2)c1	-1.3	111	10	-13	-6	11	19	0	-2.7
2	Oc1c(Cl)cc(Cl)cc1C=Nc1ccccc1N1CCCC1	-0.5	116	15	-2	4	·	-20	-6	-0.1
3	COc1cc2c(cc1OC)C(C(=O)O)C(c1ccc(C)o1)N(C)C2=O (stereo not given)	-2.1	103	4	-4	-4	6	9	8	-2.8
4	CCCc1nc(-c2ccccc2O)n(-c2ccccc2)n1	-2.8	108	19	3	-12	3	-12	9	-4.5
5	Cc1nn(-c2ccccc2)c(Cl)c1/C=N/NC(=O)c1ccccc1F	-4.2	105	-9	5	-30	1	24	-6	-4.1
6	O=C(COc1ccccc1)OC(C(=O)c1ccccc1)c1ccccc1 (stereo not given)	-2.7	101	-7	8	-8	1	9	-4	-0.6
7	COc1ccc(/C=N/N=C(\N)c2nonc2N)cc1OC	-1.6	92	11	-4	-8	-2	11	-1	-5.8
8	S=C(NCc1ccco1)N/N=C/c1ccncc1	-3.3	100	10	-14	-3	-1	6	-9	-2.2
9	O=C(Nc1ccccc1)Nc1cccc2ccccc12	2.0	71	6	1	0	6	24	0	1.3
10	Cc1ccc2[nH]cc(CCCN3C(=O)c4ccccc4C3=O)c2c1	1.3	103	-8	-12	-9	-1	-17	1	-4.6
11	CCOC(=O)C1CCN(C(=O)C2CCCN(S(=O)(=O)c3ccc(OC)c(Cl)c3)C2)CC1 (stereo not given)	-0.4	102	-1	-4	-42	3	37	-5	-1.6
12	c1ccc(-c2n[nH]c3ccccc23)cc1	-0.5	101	18	-7	-10	-1	37	2	-3.3
13	CCOc1nc2ccccc2cc1C=O	-5.1	92	22	0	-2	0	30	4	-3.0
14	c1cnc(N2CCN(Cc3ccc4c(c3)OCO4)CC2)nc1	-3.5&-4.4	111&97&82	4&-10	1&-1	-1&-3	3&6	20&11	-5&1	-2.5&-2.2
15	C/C(CCc1ccccc1)=N\NC(=O)CCc1ccccc1	-2.2	97	-3	-4	-5	2	0	8	-2.4
16	O=C(N/N=C/c1ccoc1)c1ccccc1Br	-1.9	99	6	-14	-12	5	2	1	-3.7
17	CC(=O)c1c(C)[nH]c(C(=O)COC(=O)c2cccc(S(=O)(=O)N(C)c3ccccc3)c2)c1C	-2.8	101	15	-5	-3	-1	-26	6	-2.2
18	Cc1ccc(S(=O)(=O)CC(=O)Nc2ncc([N+](=O)[O-])s2)cc1	-1.9	107	7	9	2	2	12	5	-1.7
19	COc1ccc(NC(=S)N(CCN2CCCCC2)Cc2ccco2)cc1	0.8	98	24	10	1	-2	-27	17	-0.4
20	CC(=O)NCCOc1ccc(C(=O)O)cc1	-2.1	99	11	-7	0	4	24	2	-1.6

3 records drawn at random from those above, as already listed:
#	Structure	VIM-2 inh	MEKK3 PB1 HTS	SUMO HTRF inh	pCIP destab	FID counter	IDE act	PHOSPHO1 inh	NS3 helicase inh	IMP-1 inh
14	c1cnc(N2CCN(Cc3ccc4c(c3)OCO4)CC2)nc1	-3.5&-4.4	111&97&82	4&-10	1&-1	-1&-3	3&6	20&11	-5&1	-2.5&-2.2
13	CCOc1nc2ccccc2cc1C=O	-5.1	92	22	0	-2	0	30	4	-3.0
3	COc1cc2c(cc1OC)C(C(=O)O)C(c1ccc(C)o1)N(C)C2=O (stereo not given)	-2.1	103	4	-4	-4	6	9	8	-2.8

A draw from above in order of formula weight, smallest number first.
#	Structure	VIM-2 inh	MEKK3 PB1 HTS	SUMO HTRF inh	pCIP destab	FID counter	IDE act	PHOSPHO1 inh	NS3 helicase inh	IMP-1 inh
9	O=C(Nc1ccccc1)Nc1cccc2ccccc12	2.0	71	6	1	0	6	24	0	1.3
16	O=C(N/N=C/c1ccoc1)c1ccccc1Br	-1.9	99	6	-14	-12	5	2	1	-3.7
19	COc1ccc(NC(=S)N(CCN2CCCCC2)Cc2ccco2)cc1	0.8	98	24	10	1	-2	-27	17	-0.4

The list continues:
#	Structure	VIM-2 inh	MEKK3 PB1 HTS	SUMO HTRF inh	pCIP destab	FID counter	IDE act	PHOSPHO1 inh	NS3 helicase inh	IMP-1 inh
21	O=C(O)C1C2CCC(C2)C1C(=O)Nc1cccc([N+](=O)[O-])c1 (stereo not given)	-1.2	99	4	3	-4	-1	24	11	-2.6
22	Cc1c(Cl)cccc1NCC(=O)NN=C1CCCC1	-2.6	101	7	-11	-4	0	19	-9	-2.1
23	O=C(O)c1cccc(NC(=O)c2cccc(S(=O)(=O)N3CCCCC3)c2)c1	-3.3	93	18	-3	-27	1	6	-4	-2.6
24	Cc1cc(C(F)(F)F)n2nc(-c3sccc3-n3cccc3)cc2n1	-2.7	·	-13	9	2	2	11	7	-2.5
25	O=C(Nc1nc(-c2ccccc2)cs1)c1ccc(=O)[nH]c1	-3.3	107	-2	-3	-7	0	4	-1	-1.5
26	CCN(CC)S(=O)(=O)c1ccc(C(=O)Nc2cc(C)cc(C)c2)cc1	0.3	106	-27	-1	-27	2	50	-10	-1.2
27	Cc1cc(N2CCN(c3ccccn3)CC2)n2cc(-c3ccccc3)nc2n1	5.1	96	6	-1	-16	-2	11	-12	-2.4
28	Cc1cc(C)c(S(=O)(=O)c2cc(F)ccc2C)c(=O)[nH]1	-3.3	108	-3	-13	-6	1	38	2	-2.9
29	CC(=O)C1=C(C)NC(=O)CC1c1ccc(Br)cc1 (stereo not given)	-1.3	106	-1	-5	-1	-2	30	-3	-2.2
30	CCNCc1cc(Br)c(OCC(=O)Nc2ccccc2)c(OC)c1	2.0	98	9	-10	25	1	-4	-23	-1.7
31	COCCCn1c(=O)/c(=C\c2ccccc2OC(F)F)s/c1=C(/C#N)C(N)=O	-1.8	101	2	-18	-7	11	24	-7	-0.5
32	OCC[C@@H]1C[C@H](O)[C@@H](O)[C@@]2(OCCc3ccccc32)O1	-1.3	104	15	-1	-4	-4	15	8	-2.2
33	O=C(COC(=O)c1cccc2c1C(=O)c1ccccc1C2=O)NC1CCCCC1	1.5	97	0	-8	-1	15	2	9	-1.6
34	COc1ccc(OC)c(NC(=O)CCCSc2ccccc2)c1	-2.4	106	-1	-21	-22	-2	8	-5	-1.3
35	COc1cc(SC)ccc1C(=O)Nc1ccc2c(c1)OCCO2	-4.9	92	3	-7	-11	0	14	-2	-3.0
36	COc1ccc(CCN(C)Cc2c(O)ccc3ccccc23)cc1OC	-0.8	103	2	4	0	-2	-60	7	0.0
37	Cc1cccc(-n2cc(-c3ccccc3)c3c(=O)[nH]cnc32)c1	-1.0	116	21	-7	-18	2	7	-30	-3.4
38	N#C/C(=C/c1ccc(N2CCCCC2)o1)C(=O)NCCc1c[nH]c2ccccc12	-0.4	99	5	-8	-6	-170	-5	-5	-0.3
39	OCCN1CCN(CCOc2cccc(Cl)c2)CC1	-1.6	103	-5	-6	13	0	10	-18	-1.1
40	COc1ccc(NC(=O)c2ccc3nc[nH]c3c2)c(OC)c1	0.1	95	7	-1	-2	-3	-10	-8	-0.5

Molecules above that contain a Cl atom (five):
#	Structure	VIM-2 inh	MEKK3 PB1 HTS	SUMO HTRF inh	pCIP destab	FID counter	IDE act	PHOSPHO1 inh	NS3 helicase inh	IMP-1 inh
2	Oc1c(Cl)cc(Cl)cc1C=Nc1ccccc1N1CCCC1	-0.5	116	15	-2	4	·	-20	-6	-0.1
5	Cc1nn(-c2ccccc2)c(Cl)c1/C=N/NC(=O)c1ccccc1F	-4.2	105	-9	5	-30	1	24	-6	-4.1
11	CCOC(=O)C1CCN(C(=O)C2CCCN(S(=O)(=O)c3ccc(OC)c(Cl)c3)C2)CC1 (stereo not given)	-0.4	102	-1	-4	-42	3	37	-5	-1.6
22	Cc1c(Cl)cccc1NCC(=O)NN=C1CCCC1	-2.6	101	7	-11	-4	0	19	-9	-2.1
39	OCCN1CCN(CCOc2cccc(Cl)c2)CC1	-1.6	103	-5	-6	13	0	10	-18	-1.1

Next compounds
#	Structure	VIM-2 inh	MEKK3 PB1 HTS	SUMO HTRF inh	pCIP destab	FID counter	IDE act	PHOSPHO1 inh	NS3 helicase inh	IMP-1 inh
41	Cc1cc(C)nc(SCC(=O)Nn2cnnc2)n1	-3.2	·	20	-6	-3	8	9	18	-1.6
42	CN1CCN(NC(=O)c2cc(Br)ccc2Cl)CC1	-1.5	103	8	-9	1	6	-11	-10	-1.3
43	O=C(CN1C(=O)/C(=C/c2ccccc2)SC1=S)Nc1cccnc1	0.0	104	7	1	-9	0	37	11	-2.8
44	COc1ccc2c(c1)SC(C)CC2=O (stereo not given)	-3.2	106	12	-14	-4	-1	3	0	-3.7
45	O=C(CCc1nnc2ccc(N3CCCC3)nn12)Nc1ccc(F)c(F)c1	-3.9	104	4	-9	-29	6	34	1	-0.9
46	COc1ccc(/C=C/C(=O)c2cccc(-n3cnnn3)c2)cc1O	-1.5	102	14	2	-3	-2	-12	14	1.0
47	Cc1cc2cc(CNC(=S)NC3CCCCC3)ccc2n1C	-3.7	107	-6	5	-6	1	-24	-10	-2.6
48	O=[N+]([O-])c1ccccc1/C=C/C=N/n1c(-c2cc(-c3ccccc3)n[nH]2)n[nH]c1=S	-3.6	89	·	-12	-5	2	-69	-1	-3.9
49	CCCc1cc(=O)[nH]c(SCc2cc(Cl)ccc2OC(F)F)n1	-2.1	100	17	-7	-26	-1	-4	10	-2.5
50	O=C(NNC(=S)NC(=O)c1cccc([N+](=O)[O-])c1)c1ccc(Br)cc1	-3.6	101	-71	-4	-4	2	18	9	-4.7
51	NS(=O)(=O)c1ccc(NC(=O)/C=C/c2ccc3c(c2)OCO3)cc1	-0.5	94	23	3	3	4	16	-19	-0.4
52	O=C(OC1CCOC1=O)c1cc(-c2ccc(Br)cc2)nc2ccccc12 (stereo not given)	2.1	103	-15	6	-4	4	0	10	-0.8
53	O=C(CSc1nncs1)Nc1nnc(-c2ccccc2)o1	-2.7	99	-4	-7	-20	0	14	1	2.2
54	COc1cccc(/C=C/C(=O)Nc2ccc(C(=O)Nc3cccc(S(N)(=O)=O)c3)cc2)c1OC	-1.8	103	34	-11	-27	-8	30	9	-1.9
55	CCOc1ccccc1NC(=O)N1CCCC1C(=O)NCc1ccco1 (stereo not given)	-3.0	95	-11	-6	-12	7	2	16	-3.2
56	COc1ccc(C2C(C(=O)NCc3cccnc3)c3ccccc3C(=O)N2C)cc1OC (stereo not given)	-4.3	101	-12	9	-6	1	16	-3	-2.4
57	CC(CN1CCOCC1)OC(=O)C(c1ccccc1)c1ccccc1 (stereo not given)	-3.4	84	4	-11	-6	1	-8	7	-3.4
58	O=C(/C=C/c1ccc(Cl)cc1)N1CCN(c2ncccn2)CC1	-5.8	91	10	-6	-3	·	-4	4	-6.8
59	Nc1nc(SCc2ccc3c(c2)OCCO3)n[nH]1	-2.3	103	3	-2	1	-7	31	2	-3.9
